EWS-Fli block: blocks EWS/Fli oncoprotein-driven transcription | A673 NR0B1-luciferase reporter, viability-normalised | inhibition, % at 12.6 µM | 350,000 compounds, 0.67% hits;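 active means mean inhibition of at least 50% after viability correction, with every replicate also passing that limit; inconclusive means mean reaches 50% but only one of two replicates passes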;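 further: firefly luciferase signal divided by Alamar Blue viability fluorescence both relative to DMSO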
ARNT-TACC3 inh: disruptors of human ARNT/TACC3 interaction. Q9Y6A5. 390,000 compounds, 0.66% hits. AID 623870. AlphaScreen His-ARNT PAS-B/GST-TACC3 binding, luminescence; TACC3 fragment carries E629A point mutation. inhibition, % at 9.99 µM;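 active means mean inhibition of replicates at least 50% and at least half of replicates each reaching 50%; inconclusive means half or more replicates reach 50% but mean below 50%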;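 further: 0% = complete ARNT plus TACC3 wells and 100% = ARNT alone without TACC3; many hits fall short of the cut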
PAX8 inh HTS: lowers PAX8-driven luciferase in RMG-I cells; RMG-I TPO-luciferase reporter, SteadyGlo, 24 h; inhibition, % at 12.6 µM; 360,000 compounds, 1.2% hits;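 active means mean replicate inhibition at least 60% with every replicate also reaching 60%; inconclusive means only one of the two criteria is met; inactive means mean below 60% and not all replicates reaching 60%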;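 further: luciferase light reporting Pax8 driven TPO promoter activity; plate controls were median of neutral control wells for no effect and mitoxantrone controls for full effect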
CFTR F508del cor: correctors of CFTR F508del function in bronchial epithelial cells; AID 720511; activity (quench increase), % at 7.58 µM; 350,000 compounds, 0.36% hits; CFBE cells, YFP halide quenching; stimulated with forskolin plus potentiator P3; % fluorescence drop versus neutral controls;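 active means mean added fluorescence quench of at least 8% versus neutral control, with both replicates also reaching 8%; inconclusive means only one of the mean or replicate conditions met; inactive means mean below 8% and not both replicates reaching 8%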;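 further: cells transiently co-express mutant CFTR-F508del with the halide-sensitive YFP; corrector assay measuring rescue of mutant channel to the surface after 24 h compound exposure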
GSIS activator: GLuc luminescence reporter in INS-1E cells, primary screen for activators of glucose-dependent secretion of insulin | AID 743287 | INS-1E GLuc reporter insulin secretion, 2-3 h | activation, % at 16.6 µM | 370,000 compounds, 0.61% hits;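 active means lowest replicate activation of at least 40%, so every replicate reaches that level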;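 further: 0% = median of neutral control wells and 100% = median of IBMX positive control wells; some compounds called inactive have numbers as strong as hits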
DENV2 CPE: protects cells from dengue virus 2 cytopathic effect; DENV2-infected cells, cytopathic effect rescue, plate reader; CPE inhibition, % at 9.99 µM; 350,000 compounds, 1.7% hits; AID 651640; in the data active means CPE inhibition above about 20%, passing the limit was not always enough; inconclusive means no clear call, values can overlap the other calls; tested in BHK-21 cells;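 further: 0% = median of neutral control wells and 100% = median of positive control wells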
ERp5 block: ERp5 (human) disulfide isomerase inhibition | Q15084 | ERp5 insulin aggregation, absorbance 650 nm, 90 min | inhibition, % at 9.99 µM | 350,000 compounds, 0.05% hits | AID 651711;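 active means mean replicate inhibition above about 25%, with every replicate also reaching it, limit read from the data, passing the limit was not always enough; inconclusive means only one of those two criteria met; inactive means neither criterion met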
Target sequence (Q15084 whole entry, looked up): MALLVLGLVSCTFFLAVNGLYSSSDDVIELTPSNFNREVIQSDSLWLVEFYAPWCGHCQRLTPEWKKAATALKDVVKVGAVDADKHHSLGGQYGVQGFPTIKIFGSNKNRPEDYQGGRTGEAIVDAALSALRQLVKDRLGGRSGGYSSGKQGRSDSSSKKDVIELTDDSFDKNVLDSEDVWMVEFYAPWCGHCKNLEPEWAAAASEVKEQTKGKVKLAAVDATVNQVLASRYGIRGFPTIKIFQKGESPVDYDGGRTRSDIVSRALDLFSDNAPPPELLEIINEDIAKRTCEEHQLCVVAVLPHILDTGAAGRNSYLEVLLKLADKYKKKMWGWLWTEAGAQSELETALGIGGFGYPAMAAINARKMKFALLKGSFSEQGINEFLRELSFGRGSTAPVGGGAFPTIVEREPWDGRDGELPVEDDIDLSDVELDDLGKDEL
Xi reactivation: X-chromosome reactivation activator; XiGFP mouse fibroblasts, % GFP-positive cells imaging, 3 d; cells co-treated with 5-aza-dC sensitizer; scaled so ellipticine positive control = 100%; activation, % at 7.58 µM; 360,000 compounds, 0.055% hits; AID 743238;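 active means mean normalized replicate activation at least 10% and every replicate at or above 10%; inconclusive means only one of the two criteria met; inactive means mean below 10% and not all replicates reach 10%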;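 further: 0% = median of on-plate neutral control wells and 100% = ellipticine 6 µM median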
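Material: XiGFP fibroblasts, SV40-immortalized; Buffer or medium: DMEM containing 5-aza-dC; Compound dosing: single point; Times: 3 days compound exposure.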
* marks the source's active call; other numbers are inactive results; ? = inconclusive; · = not tested or not shown.

SMILES	EWS-Fli block	ARNT-TACC3 inh	PAX8 inh HTS	CFTR F508del cor	GSIS activator	DENV2 CPE	ERp5 block	Xi reactivation
CCc1csc(N2[C@H](C#N)[C@H](c3ccccc3C3=CCCC3)[C@H]2CO)n1	-5	·	22	0.5	-2	?	-6	0.0
Cn1cnc(S(=O)(=O)N2CCCCN3[C@H](C2)[C@H](c2ccc(C#CC4CC4)cc2)[C@@H]3CO)c1	2	0	-12	-0.7	·	-3	-1	·
CN1CCN(C(=O)c2ccc(CSc3nc4ccncc4n3Cc3ccc(F)cc3)cc2)CC1	-11	2	-20	2.2	-8	?	-6	-0.1
COc1ccc(/C=N/NC(=S)Nc2cccc(C(=O)O)c2)cc1OC	15	·	18	·	-4	3	-5	0.4
CCC(C)N1CCN(S(=O)(=O)Cc2ccccc2)CC1 (stereo not drawn)	-3	29	16	0.9	-4	-10	-4	·
OCc1ccccc1CNCc1ccccc1	-3	10	·	-0.3	25	-4	-6	·
CN(C)S(=O)(=O)c1ccc(Cl)c(NC(=O)CN2CCC(Cc3ccccc3)CC2)c1	10	-31	-2	-1.1	-26	-3	1	-0.1
CCOC(=O)Cn1c(CCC(=O)O)ccc1-c1ccc(F)cc1	3	·	1	-1.0	-4	-6	-2	0.0
Cc1cc(C)c(NC(=O)CSc2nnnn2-c2cccnc2)c(C)c1	-9	19	1	2.1	2	-8	0	0.2
Cc1ccccc1N1CC(C(=O)Nc2nnc(SCCN3CCOCC3)s2)CC1=O (stereo not drawn)	6	-2	-2	0.2	5	1	-19	0.0
Fc1ccccc1NC(=S)N(CCN1CCCCCC1)Cc1cccs1	7	-1	16	0.7	12	·	2	0.8
CCNc1nc(Oc2ccc(C#N)cc2)cc(C(F)(F)F)n1	5	0	-5	3.6	105*	2	-16	-0.1
NC(=O)COc1ccc(/C=N\NC(=O)CC(=O)NCCc2ccccc2)cc1	0	-12	24	-0.8	-1	16	2	0.0
OC1COCOC1C(O)C1OCOCC1O (stereo not drawn)	-4	-10	-3	-4.4	25	-1	-3	0.2
NC(=O)C(F)(F)C12OC3C4C5CC(C6C5C3C61)C42 (stereo not drawn)	-6	0	·	1.0	-14	-4	-3	·
Brc1ccc(-c2csc(N/N=C/c3ccc4c(c3)OCO4)n2)cc1	-66	-5	8	·	·	-4	-8	0.8
COc1ccc(-c2csc(N)n2)cc1	·	7	-81	·	7	·	·	0.3
O=c1c2ccccc2oc2ccc(Oc3ccccc3)cc12	-58	-18	-133	0.7	-3	-10	0	0.4
O=C(COc1ccc(F)cc1Br)Nc1ccccc1N1CCCC1	4	·	-9	-2.1	-5	-5	-1	0.3
Cc1noc(C)c1S(=O)(=O)Nc1cccc2c1O[C@@H](CN(C)Cc1ccc(C(=O)Nc3ccccc3N)cc1)[C@@H](C)CN([C@@H](C)CO)C2=O	3	·	3	-0.6	15	6	-1	-0.7

Two entries from above in another layout.
| smiles | EWS-Fli block | ARNT-TACC3 inh | PAX8 inh HTS | CFTR F508del cor | GSIS activator | DENV2 CPE | ERp5 block | Xi reactivation |
| --- | --- | --- | --- | --- | --- | --- | --- | --- |
| NC(=O)C(F)(F)C12OC3C4C5CC(C6C5C3C61)C42 (stereo not drawn) | -6 | 0 | · | 1.0 | -14 | -4 | -3 | · |
| Brc1ccc(-c2csc(N/N=C/c3ccc4c(c3)OCO4)n2)cc1 | -66 | -5 | 8 | · | · | -4 | -8 | 0.8 |

Additional results follow:
SMILES	EWS-Fli block	ARNT-TACC3 inh	PAX8 inh HTS	CFTR F508del cor	GSIS activator	DENV2 CPE	ERp5 block	Xi reactivation
Cc1ccc(C(C)C)c(OCCn2ccnc2C)c1	15	1	3	0.7	5	2	7	0.1
COc1ccc(CCN2C(=O)NC(NC(C)=O)(C(F)(F)F)C2=O)cc1OC (stereo not drawn)	-2	-2	3	·	·	-2	-2	0.7
Nn1c(Cc2ccccc2)nnc1Cc1ccccc1	6	1	-8	-0.1	21	3	7	0.8
Cc1noc(C)c1S(=O)(=O)Nc1ccc2c(c1)C(=O)N([C@@H](C)CO)C[C@@H](C)[C@H](CN(C)S(=O)(=O)c1cn(C)cn1)O2	-15	·	-6	1.5	17	4	0	0.3
COC(=O)C1CCN(C(=O)COC(=O)CSc2ccc(C(N)=O)cc2[N+](=O)[O-])CC1	-5	·	-2	3.6	5	-3	-1	0.0
COCCNC(=O)C[C@@H]1C[C@@H]2c3cc(NC(=O)Nc4ccc(C(F)(F)F)cc4)ccc3O[C@@H]2[C@H](CO)O1	-13	2	14	1.3	8	0	-10	0.1
CCSc1nnc(NC(=O)CCc2ccc(OC)cc2)s1	·	6	-3	·	3	·	·	-0.2
C[C@@H]1CCCCO[C@@H](CN(C)CC2CC2)[C@H](C)CN([C@H](C)CO)C(=O)c2cc(NC(=O)Nc3ccc(C(F)(F)F)cc3)ccc2O1	37	10	44	1.0	-18	7	·	0.5
CNC[C@@H]1Oc2c(N)cccc2C(=O)N([C@H](C)CO)C[C@@H]1C	7	-1	-5	-1.3	-2	-5	0	0.1
CN(C)CC(=O)N1CC2(C1)[C@@H](c1ccccc1)[C@@H](CO)N2Cc1cc(F)ccc1F	0	·	0	3.4	5	-7	1	0.0

Exported comma-delimited: entries from further up
structure,EWS-Fli block,ARNT-TACC3 inh,PAX8 inh HTS,CFTR F508del cor,GSIS activator,DENV2 CPE,ERp5 block,Xi reactivation
Nn1c(Cc2ccccc2)nnc1Cc1ccccc1,6,1,-8,-0.1,21,3,7,0.8
Cc1noc(C)c1S(=O)(=O)Nc1ccc2c(c1)C(=O)N([C@@H](C)CO)C[C@@H](C)[C@H](CN(C)S(=O)(=O)c1cn(C)cn1)O2,-15,·,-6,1.5,17,4,0,0.3
COC(=O)C1CCN(C(=O)COC(=O)CSc2ccc(C(N)=O)cc2[N+](=O)[O-])CC1,-5,·,-2,3.6,5,-3,-1,0.0
COCCNC(=O)C[C@@H]1C[C@@H]2c3cc(NC(=O)Nc4ccc(C(F)(F)F)cc4)ccc3O[C@@H]2[C@H](CO)O1,-13,2,14,1.3,8,0,-10,0.1

(continued)
SMILES	EWS-Fli block	ARNT-TACC3 inh	PAX8 inh HTS	CFTR F508del cor	GSIS activator	DENV2 CPE	ERp5 block	Xi reactivation
S=C1NC2=C(CCCC2=C2SCCS2)C(c2ccccc2)N1 (stereo not drawn)	19	1	-11	1.6	6	11	-1	0.0
COc1cccc(NC(=O)N(C)C[C@@H]2Oc3cc(C#Cc4ccc(F)cc4)ccc3S(=O)(=O)N([C@H](C)CO)C[C@@H]2C)c1	0	-2	·	-4.0	12	-2	3	-0.1
CC(C)OCCCn1c(=O)c2ccccc2n2c(CCC(=O)O)nnc12	-9	-2	11	2.0	10	-2	-6	0.0
CCOC(=O)c1cc(-c2ccc(F)cc2)n(CC(=O)NCc2cccnc2)c1C	6	·	5	-1.4	4	·	2	0.0
O=C1c2ccccc2C(=O)N1Cc1cc(-c2ccc(Cl)cc2)no1	-9	1	·	3.9	5	-3	2	·
CN1CCCC1CCNc1ccc2c(=O)c3ccccc3oc2c1 (stereo not drawn)	-126	·	-109	4.4	·	·	-4	0.0
Oc1ccc(N2CCN(c3ncnc4sc(-c5ccccc5)cc34)CC2)cc1	49	0	39	5.2	-4	3	-1	0.0
O=C(c1ccoc1)N1CCN(c2cc(-c3ccccc3)nc3cc(-c4ccccc4)nn23)CC1	24	·	59	4.1	-17	-15	-1	0.1
NC(=O)CC(NC(=O)c1ccccc1)c1ccc(N2CCC(N3CCCC3)CC2)c([N+](=O)[O-])c1 (stereo not drawn)	-12	-15	-8	-0.2	·	4	5	0.1
CO[C@H](CN(C)C(=O)c1cnccn1)[C@@H](C)CN([C@@H](C)CO)S(=O)(=O)c1ccccc1	-1	-5	·	0.8	2	0	1	0.1
O=C(NCCN1C(=O)S/C(=C\c2ccc(Cl)c(Cl)c2)C1=O)C1COc2ccccc2O1 (stereo not drawn)	8	-1	18	-0.4	30	6	3	0.0
COCC(=O)N1C[C@H](C)[C@H](OC)CN(C)C(=O)c2ccc(NC(=O)Nc3ccccc3)cc2OC[C@@H]1C	-6	-6	-4	-1.5	-3	20	2	0.5
O=C(/C=C/C=C/c1ccc2c(c1)OCO2)N1CCCCC1	-87	5	·	-1.6	-2	15	0	·
Cc1ncccc1C(=O)N1CCCC(c2cc(C(=O)Nc3ccc(C(C)(C)C)cc3)no2)C1 (stereo not drawn)	7	·	16	0.6	-14	1	-2	0.1
C[C@@H]1CN([C@H](C)CO)C(=O)c2cccc(NS(=O)(=O)c3ccc(Cl)cc3)c2O[C@@H]1CN(C)S(=O)(=O)c1ccccc1	-7	-2	12	-0.6	0	-1	-1	-0.1
COc1ccc(C2c3[nH]c4ccccc4c3C[C@H]3C(=O)N(c4ccccc4C(=O)N4CCC[C@@H]4C(=O)O)C(=O)N23)cc1 (stereo partly drawn)	8	4	·	1.4	-5	10	5	·
CC(=O)NC(=S)Nc1ccccc1C(=O)Nc1ccccc1	·	-5	7	·	-9	·	·	0.0
CC1CCN(C(=O)c2[nH]cnc2C(=O)Nc2ccc(Cl)cc2)CC1	8	0	-9	-2.2	-18	6	-1	0.1
C[C@@H]1CN([C@@H](C)CO)C(=O)c2cc(N(C)C)ccc2O[C@@H](C)CCCCO[C@@H]1CN(C)Cc1ccncc1	1	-2	9	-1.2	-5	7	-1	-0.7
O=[N+]([O-])c1cccc(N/N=C/c2cccc(O)c2O)c1	-17	8	-23	5.1	-1	4	-1	0.0
COCCNC(=O)C[C@@H]1CC[C@H]2[C@@H](COC[C@@H](O)CN2Cc2cccc(-c3ccncc3)c2)O1	-4	-5	13	-1.5	18	-2	-3	0.0
O=C(/C=C/c1cccc(Oc2ccccc2)c1)N1CCOCC1	-102	-5	-147	-1.2	0	-4	0	0.6
CCN(CC)S(=O)(=O)c1ccc(NN=c2c(=O)c3ccccc3c2=O)cc1	1	3	17	-1.7	-7	-5	3	0.1
COc1cc(Cl)ccc1OC1(C)CCN(Cc2ccc(SC)cc2)C1 (stereo not drawn)	3	·	-6	-1.1	·	-6	-2	0.0
COc1ccc(CNC(=O)C(C)n2ccc3cc(S(=O)(=O)N4CCCCCC4)ccc32)cc1 (stereo not drawn)	3	1	12	-3.2	-5	-3	0	0.0

Compound profiles (already shown):
`COc1ccc(CNC(=O)C(C)n2ccc3cc(S(=O)(=O)N4CCCCCC4)ccc32)cc1` (stereo not drawn) is listed as EWS-Fli block: 3; ARNT-TACC3 inh: 1; PAX8 inh HTS: 12; CFTR F508del cor: -3.2; GSIS activator: -5; DENV2 CPE: -3; ERp5 block: 0; Xi reactivation: 0.0
`O=C(/C=C/c1cccc(Oc2ccccc2)c1)N1CCOCC1` is listed as EWS-Fli block: -102; ARNT-TACC3 inh: -5; PAX8 inh HTS: -147; CFTR F508del cor: -1.2; GSIS activator: 0; DENV2 CPE: -4; ERp5 block: 0; Xi reactivation: 0.6

Molecules from the list above that have a cyano group:
SMILES	EWS-Fli block	ARNT-TACC3 inh	PAX8 inh HTS	CFTR F508del cor	GSIS activator	DENV2 CPE	ERp5 block	Xi reactivation
CCc1csc(N2[C@H](C#N)[C@H](c3ccccc3C3=CCCC3)[C@H]2CO)n1	-5	·	22	0.5	-2	?	-6	0.0
CCNc1nc(Oc2ccc(C#N)cc2)cc(C(F)(F)F)n1	5	0	-5	3.6	105*	2	-16	-0.1
